# Source: PubChem BioAssay (several laboratories)
# KOR beta-arrestin-1 – kappa opioid receptor blockers – cell-based, luminescence, uHTS (AID 1778) | hit rate 0.091% among 290,000 | KOR beta-arrestin recruitment, luminescence, antagonist mode; higher % means a stronger effect | one-dose inhibition, % at 10 µM; IC50 in µM for titrated hits; in the data active means inhibition above about 50%; further: strong numbers were not always called active
# T cell modulator – T cell immune modulation candidate. 2C CD8+ T cell-vesicle binding, flow cytometry; active compounds read low. calls only at 7 µM. hit rate 0.068% among 330,000. AID 2052;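 active means response, share of CD8 T cells binding vesicles, and their 90th percentile fluorescence all below set limits, cut at about 80% in these data, passing the limit was not always enough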
#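 Also added: QL9-peptide-loaded Drosophila micro-vesicles bearing Ld, ICAM-1 and B7-1; Test system: purified 2C TCR transgenic mouse naive CD8+ T cells; Measured by: cytometric PE anti-B7-1 and Alexa647 anti-CD8 signals after 1% paraformaldehyde fixation; Timing: binding step 1.5 h, 37 °C, antibody labelling 20 min, ice.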
# GPR35 arrestin U2OS – inhibition of zaprinast-stimulated GPR35 beta-arrestin translocation – imaging, U2OS, beta-arrestin-GFP, zaprinast agonist, primary screen (AID 2058); U2OS GPR35 beta-arrestin-GFP translocation imaging, zaprinast antagonism; higher % means a stronger effect; one-dose inhibition, % at 10 µM; IC50 in µM for titrated hits; hit rate 0.052% among 290,000;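 active means inhibition of at least 50% with at least 30 cells and total cytoplasm GFP at most 10,000,000; inconclusive means under 30 cells or total GFP of 10,000,000 plus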
# KOR beta-arrestin-2 – kappa opioid receptor activators – cell-based, luminescence, uHTS, primary screen (AID 1777). KOR beta-arrestin recruitment, luminescence; higher % means a stronger effect. activation, % at 10 µM; hits with a dose series show EC50 in µM. hit rate 0.02% among 280,000; in the data active means activation above about 50%, passing the limit was not always enough; further: a part of the inactive calls stands beside numbers as strong as those of hits
# GPR55 beta-arrestin – GPR55 agonists via beta-arrestin recruitment, primary screen, imaging, U2OS cells, beta-arrestin-GFP redistribution (AID 1961); U2OS GPR55 beta-arrestin-GFP redistribution imaging; higher % means a stronger effect; activation, % at 10 µM, or EC50 in µM where a hit was titrated; hit rate 0.048% among 290,000;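 active means activation above 40% with more than 50 cells counted in the well; inconclusive means wells holding fewer than 50 cells, flagged as toxic or sparse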;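 further: U2OS osteosarcoma cells stably expressing GPR55 and beta-arrestin-GFP; plate controls were DMSO negative control for no effect and LPI positive control for full effect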
# West Nile virus CPE – inhibition of WNV-induced cytopathic effect – cell-based, CPE readout (AID 1621). CPE inhibition, % at 10 µM; hits with a dose series show IC50 in µM. hit rate 0.02% among 290,000. West Nile virus-infected cells, CPE inhibition; higher % means a stronger effect; in the data active means a potency from the dose series; inconclusive means CPE inhibition mostly from about 3.7% at the one dose, without a potency; inactive means the rest, 99 in 100 with CPE inhibition below about 2.2%; further: strong numbers were not always called active
# PhoP inhibition – inhibitors of PhoP regulon expression, primary screen, Salmonella Typhimurium, GFP reporter (AID 1863). S. Typhimurium PhoP-regulated promoter GFP reporter, 4 h; higher % means a stronger effect. inhibition, % at 50 µM, or IC50 in µM where a hit was titrated. hit rate 0.16% among 300,000;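 active means inhibition over 29.93%, a cutoff 3 SD above the screen mean, later confirmed by dose response; inconclusive means inhibition over 29.93% but no dose response follow-up; inactive means inhibition at most 29.93% or unconfirmed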;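 further: 0% = low Mg2+ inducing control and 100% = high Mg2+ repressing control; strong numbers were not always called active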
# GPR55 LPI antagonism – inhibition of LPI-stimulated GPR55 beta-arrestin translocation – imaging, U2OS, beta-arrestin-GFP, LPI agonist, primary screen (AID 2013); one-dose inhibition, % at 10 µM; IC50 in µM for titrated hits; U2OS GPR55 beta-arrestin-GFP translocation imaging, LPI antagonism; higher % means a stronger effect; hit rate 0.13% among 290,000;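 active means spots per cell inhibited over 60%, with over 100 cells counted and total cytoplasm intensity under 500,000; inconclusive means wells with under 100 cells, flagged as likely toxic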;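 further: U2OS cells stably carrying GPR55 and arrestin-GFP stimulated by 5 µM LPI near EC80; imaged beta-arrestin-GFP aggregate spots per cell after agonist stimulation; plate controls were LPI-stimulated DMSO wells for no effect and DMSO wells without LPI for full effect; some results filed as inactive read as strong as hits; confirmed hits need IC50 under 10 µM and bright autofluorescent wells are also inconclusive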
# NTR1 ag – NTR1-driven beta-arrestin-GFP spot formation – imaging, U2OS cells, high content, primary screen (AID 493036) | agonist mode | activation, % at 20 µM | hit rate 0.17% among 330,000;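 active means activation at or above 40% of the spot to cytoplasm intensity ratio, with at least 20 cells analyzed; inconclusive means wells under 20 cells, flagged as cytotoxic or low count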;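 further: 0% = DMSO without peptide and 100% = 100 nM NTR1 peptide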
# Target sequence (P30989 whole entry, looked up): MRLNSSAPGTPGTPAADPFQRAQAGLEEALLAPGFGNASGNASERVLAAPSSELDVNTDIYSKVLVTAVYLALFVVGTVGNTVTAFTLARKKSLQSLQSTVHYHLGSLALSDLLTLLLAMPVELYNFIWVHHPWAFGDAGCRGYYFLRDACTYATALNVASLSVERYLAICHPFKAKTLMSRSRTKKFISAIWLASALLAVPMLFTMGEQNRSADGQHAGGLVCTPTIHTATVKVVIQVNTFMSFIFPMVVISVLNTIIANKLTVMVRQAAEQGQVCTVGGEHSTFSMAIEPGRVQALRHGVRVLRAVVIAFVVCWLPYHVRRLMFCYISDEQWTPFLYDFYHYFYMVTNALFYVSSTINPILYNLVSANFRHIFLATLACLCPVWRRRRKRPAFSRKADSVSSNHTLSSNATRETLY
# T cell modulator vesicle-bound % – also measured in T cell modulator; calls as there; double positive events, %; measured here: CD8+ vesicle-bound cell fraction;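 binding gate set so that unloaded-vesicle control wells show 10% double positive cells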
# NTR1 ag cell count 20 µM – further read-out of NTR1 ag, marked with its call; cell count; measured here: cell count, cytotoxicity flag
# Numbers without * were called inactive; i = inactive; ? = inconclusive; . = not tested or not shown; & = joins results of further samples; [ ] = dose if it differs, or a comment.
SMILES,KOR beta-arrestin-1,T cell modulator,T cell modulator vesicle-bound %,GPR35 arrestin U2OS,KOR beta-arrestin-2,GPR55 beta-arrestin,West Nile virus CPE,PhoP inhibition,GPR55 LPI antagonism,NTR1 ag,NTR1 ag cell count 20 µM
C=C(C)CSc1nncn1/N=C/c1ccc(OC)cc1,-30%,i,10,18%,-6.3%,-0.1%,-0.2%,7%,3%,2.1,54
COc1cccc(-c2cc(C(=O)NCC3CCCO3)on2)c1 (stereo unspecified),-28%,i,11,-3%,2.5%,-0.2%,0.0%,3%,-13%,3.4,68
CC1(C)CC(=O)C2=C(C1)Nc1ncnn1C2c1cccs1 (stereo unspecified),-36%,i,35,-9%,2.1%,0.1%,-0.4%,-5%,-5%,-0.8,51
C=CCOc1ccc(CNCc2cccnc2)cc1OCC,-1%,i,52,-6%,5.2%,0.2%,-0.9%,8%,12%,-0.8,56
CC(=O)N1c2c(ccc3ccccc23)C(C)CC12CCCCC2 (stereo unspecified),-2%,i,19,5%,0.7%,-0.1%,-0.1%,1%,1%,17,37
COc1ccc(-c2cc(C(F)(F)F)n3nc(C(=O)NCCCN4CCOCC4)cc3n2)cc1,-28%[20 µM],i,46,3%,-8.8%,0.0%,0.2%,-4%,-4%,-1.2,91
CCOC(=O)C1(C)/C(=N/Nc2ccc(Cl)cc2)C(=O)C(=O)N1c1ccccc1 (stereo unspecified),8%,i,52,-7%,-2.5%,0.3%,0.9%,-4%,-14%,1.3,76
COc1cc(C(C)=O)ccc1OCCCOc1cccc2cccnc12,0%,i,46,0%,1.0%,-0.1%,-0.5%,-9%,0%,0.0,59
Cc1cc2c(cc1S(=O)(=O)N1CCCC1)n(C)c(=O)c(=O)n2C,18%[20 µM],i,33,-4%,-5.4%,-0.3%,-0.1%,.,-10%,-0.3,58
Cc1ccccc1NC(=O)c1ccc(OCC(=O)Nc2ccccc2F)cc1,-1%[20 µM],i,40,12%,-5.2%,0.2%,-0.2%,-7%,8%,1.7,38
BrC(/C=N/N1CCN(Cc2ccccc2)CC1)=C/c1ccccc1,-21%,i,37,4%,0.3%,0.6%,-0.2%,3%,1%,0.5,36
COc1ccc(O)c(C2=Nc3ccccc3N=C(c3ccco3)C2)c1,-16%,i,25,9%,12%,-0.1%,-0.3%,-4%,10%,5.3,43
COc1cc(=O)[nH]c(=O)n1CC(=O)c1ccccc1,20%,i,40,-5%,8.3%,-0.2%,-0.3%,14%,10%,0.0,43
Cc1ccc(C(=O)OCC(=O)Nc2ccc3c(c2)OCO3)o1,19%,i,34,4%,-4.4%,1.5%,0.4%,-9%,10%,-3.5,79
NC(=O)CC(NC(=O)c1ccccc1)c1ccc(NCCOc2ccccc2)c([N+](=O)[O-])c1 (stereo unspecified),46%,i,32,-3%,-6.2%,-0.1%,-0.7%,1%,12%,-2.9,53
CCOC(=O)c1ccoc1CSCc1ccc(C(=O)OC)o1,0%,i,39,-4%,-2.1%,0.0%,-0.8%,2%,-8%,1.2,61
C/C(=N\NC(=O)Cc1ccccc1)c1ccc(Cl)s1,-3%,i,14,2%,6.1%,0.0%,0.0%,-1%,-20%,2.9,57
CC(C)c1ccc(NC(=O)c2ccc3snnc3c2)cc1,-12%,i,29,-5%,2.6%,-0.2%,-0.4%,4%,12%,2.4,59
COc1ccc(/C=C2/SC(c3ccc(C)cc3)=NC2=O)cc1OC,-20%,i,52,31%,1.6%,-0.1%,-0.2%,-13%,18%,0.7,39
CC1(C)CN(c2ccc(Br)cc2Br)C1=O,10%,i,60,-1%,-0.7%,0.0%,-0.8%,-2%,11%,0.2,30
COc1cc(NS(=O)(=O)c2ccc(NC(=O)c3ccc(C)o3)cc2)nc(OC)n1,-28%,i,6,-2%,2.6%,0.2%,0.0%,4%,-8%,-0.1,78
COc1cc(C(=O)N(C)C2CCCN(Cc3ccccc3F)C2)cc(OC)c1OC (stereo unspecified),-62%[20 µM],i,59,11%,4.1%,0.6%,-1.4%,2%,1%,-0.3,70
CC1(C)Cc2nc3sc4c(N(CCO)CCO)nnnc4c3cc2CO1,15%,i,44,1%,-5.1%,0.4%,2.3%,2%,-7%,2.9,55
Cc1ccc(NC(=O)Cn2cnc3sc(C(=O)NCCN(C)C)c(C)c3c2=O)cc1Cl,-1%,.,.,9%,5.4%,-0.2%,?,-10%,6%,4.4,79
COc1ccc2nc(NC(=O)C3COc4ccccc4O3)sc2c1 (stereo unspecified),-15%,i,47,1%,2.7%,-0.1%,0.2%,-2%,-14%,-3.4,93
SMILES,KOR beta-arrestin-1,T cell modulator,T cell modulator vesicle-bound %,GPR35 arrestin U2OS,KOR beta-arrestin-2,GPR55 beta-arrestin,West Nile virus CPE,PhoP inhibition,GPR55 LPI antagonism,NTR1 ag,NTR1 ag cell count 20 µM
CC(=O)N1CCc2c(sc(NC(=O)CN3C(=O)c4ccccc4C3=O)c2C(N)=O)C1,4%,i,56,4%,-6.4%,0.3%,.,-7%,8%,-1.2,92
CC12CCC(C(=O)O)(C/C1=N\O)C2(C)C (stereo unspecified),-9%&1%,i,45&38,-11%&19%,-4.2%&2.4%,0.3%&0.0%,-0.7%&-0.5%,-2%&-18%,13%&2%,2.1&1.3,79&64
O=C(NNC(=O)c1cnccc1C(F)(F)F)c1ccc(Cl)cc1,15%,i,29,-16%,-1.9%,0.2%,1.3%,1%,-2%,-0.7,43
COC(=O)CN1C(=O)C(C)=C(c2ccc(C)cc2)S1(=O)=O,-32%,.,.,17%,6.4%,-0.1%,0.2%,17%,0%,-0.1,90
Oc1ccc2ccccc2c1CNc1ccc(Br)cc1,29%,i,31,-16%,-0.4%,-0.1%,-0.8%,-2%,0%,1.9,80
Cc1cc(C(=O)N2CC(C)CC(C)C2)n(-c2ccccc2)n1 (stereo unspecified),9%,i,33,-25%,-6.4%,0.2%,-0.5%,9%,12%,-0.6,80
COc1ccc(OCC(O)CNC(=O)c2ccc(C)cc2)cc1 (stereo unspecified),31%,i,38,4%,2.9%,0.2%,-0.1%,-3%,7%,0.7,46
CCn1c(C)nc2cc(C(=O)NNC(=O)Nc3ccc(Cl)c(Cl)c3)ccc21,-13%,i,52,4%,2.4%,-0.2%,-0.1%,-6%,2%,-0.9,46
O=S(O)OC1CS(=O)(=O)CC1c1ccccc1 (stereo unspecified),20%,i,27,8%,-6.0%,0.0%,0.7%,6%,8%,-2.1,79
Cc1ccccc1NC(=S)NC(NC(=O)N(C)C)C(Cl)(Cl)Cl (stereo unspecified),-40%,i,49,-1%,3.9%,-0.1%,0.6%,3%,-3%,-1.3,59
Cc1cccc(CC2CC(=O)N(C3CCCCC3)C2=O)c1 (stereo unspecified),23%,i,14,9%,-1.7%,-0.2%,0.0%,8%,-1%,2.3,69
COc1ccc(N2CCN(C(=O)c3cc(=O)[nH]c4ccccc34)CC2)cc1,5%,i,33,4%,5.2%,0.2%,-0.6%,-3%,18%,1.7,49
CN(C)CCN(Cc1ccccc1)c1nccc(N(C)C)c1C#N,-2%,i,22,9%,-7.1%,-0.1%,-0.1%,-4%,7%,0.3,41
COc1c(S(=O)(=O)n2nc(C)cc2C)ccc(Cl)c1Cl,-71%,i,37,1%,2.6%,-0.1%,-0.4%,9%,1%,2.9,78
CCOC(=O)CC1ON(C)C(=O)N1c1ccc(Cl)cc1Cl (stereo unspecified),10%,i,40,9%,6.6%,-0.2%,0.2%,-11%,4%,0.1,50
CCN(c1ccc(OC)cc1)S(=O)(=O)c1nnc(NC(=O)CC(C)C)s1,0%,i,30,11%,-3.7%,-0.1%,-1.1%,-2%,3%,1.7,81
O=C(Nc1cscc1S(=O)(=O)c1ccccc1)c1ccccc1Cl,35%,i,50,-5%,1.4%,-0.2%,0.1%,-4%,9%,0.1,61
Cc1nnc(SCCn2c(N3CCN(C)CC3)nc3c2c(=O)n(C)c(=O)n3C)s1,-28%,i,33,7%,-2.5%,-0.1%,0.7%,2%,3%,-0.2,71
COc1cccc(/C(O)=C2/C(=O)C(=O)N(CCN(C)C)C2c2ccccn2)c1 (stereo unspecified),12%,i,32,15%,3.5%,-0.2%,-0.1%,1%,-8%,0.4,58
O=C(O)C1CCCN1S(=O)(=O)c1ccc2c(c1)CCC2 (stereo unspecified),-20%,i,48,17%,-2.8%,-0.3%,0.1%,-15%,-2%,0.1,63
CCN1CCN(CC(O)COCc2cc(OC)c(OC)c(OC)c2)CC1 (stereo unspecified),-3%[20 µM],i,56,-14%,1.5%,0.2%,0.4%,-4%,9%,-0.5,90
O=C(COc1ccccc1)NNC(=O)COc1ccc([N+](=O)[O-])cc1,-20%,i,45,-10%,-2.4%,0.1%,0.5%,1%,8%,-0.4,68
COc1ccc(C(C)=O)cc1CSc1nc2cc(C(=O)O)ccc2c(=O)n1Cc1ccccc1,-12%,i,16,-9%,11%,-0.3%,-0.3%,-1%,1%,0.3,83
CCOC(=O)C1=Nc2ccccc2C1=[N+]=[N-],25%,i,54,-16%,-2.8%,0.2%,?,32µM*,2%,0.7,53
CCOc1ccc2nc(NC(=O)CSc3nc4ccccc4c(=O)n3Cc3ccco3)sc2c1,25%,i,7,-8%,1.7%,0.2%,1.4%,5%,-4%,1.3,76
COc1ccc(OC)c(/C=N/NC(=O)c2cc3c(OC)cccc3[nH]2)c1,-23%,i,39,9%,0.7%,-0.1%,0.2%,-14%,6%,4.1,50
CCc1ccc(NS(=O)(=O)c2ccc3[nH]cc(C(=O)N4CCCCC4)c(=O)c3c2)cc1,-62%,i,40,-18%,-4.5%,-0.1%,0.0%,3%,10%,-1.7,49
OCC1CCN(Cc2nc(Cc3ccccc3Cl)no2)CC1,-16%,i,55,8%,-1.4%,-0.2%,-0.3%,-2%,9%,0.0,94
CCOc1nc(NCCO)nc(NCCC2=CCCCC2)n1,14%,i,21,5%,-2.0%,0.1%,-0.1%,-5%,17%,-4.1,91
COc1ccc(CCNC(=O)CSCc2ccc(Br)cc2)cc1OC,6%,i,57,-7%,-1.0%,-0.2%,-1.2%,-5%,14%,0.2,63

# Hits appear at their usual frequency. Share with any hit: about 0.62%.
